Bioassay records deposited in PubChem BioAssay by several laboratories.
MC4R ag barr: MC4R agonists recruiting beta-arrestin, primary screen, cell-based, luminescence, agonist arm of biased-ligand search; Melanocortin receptor 4 (Homo sapiens), P32245; U2OS MC4R beta-arrestin complementation; percent of melanotan II response, DMSO zero; activation, % at 8.9 µM; hit rate 0.98% among 360,000;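 active = activation above a per-plate cutoff, the mean activation of sample wells on that plate plus 3 SD, cut at about 8% in these data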
Target sequence (P32245 whole entry, looked up): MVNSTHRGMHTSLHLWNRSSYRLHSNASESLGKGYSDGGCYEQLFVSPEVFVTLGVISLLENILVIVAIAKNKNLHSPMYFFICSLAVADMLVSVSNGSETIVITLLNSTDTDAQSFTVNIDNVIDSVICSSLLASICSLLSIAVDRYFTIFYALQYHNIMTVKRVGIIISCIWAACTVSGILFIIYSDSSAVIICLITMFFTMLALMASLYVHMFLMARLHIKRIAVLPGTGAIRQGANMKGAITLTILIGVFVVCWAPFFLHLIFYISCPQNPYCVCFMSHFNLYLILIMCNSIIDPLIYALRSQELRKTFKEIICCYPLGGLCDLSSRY
m5-HT2A agonist: mouse Htr2a agonists via beta-arrestin recruitment, primary screen, cell-based, luminescence. 5-hydroxytryptamine receptor 2A (Mus musculus), P35363. CHO-K1 mHTR2A beta-arrestin complementation; percent of 30 µM serotonin response. activation, % at 7.6 µM. hit rate 0.66% among 360,000. AID 624169, 2012;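 active = activation above a run cutoff, the mean activation of all tested compounds plus 3 SD, cut at about 14% in these data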;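 note: 0% = plate median of compound wells and 100% = 30 µM serotonin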
Target sequence (P35363 whole entry, looked up): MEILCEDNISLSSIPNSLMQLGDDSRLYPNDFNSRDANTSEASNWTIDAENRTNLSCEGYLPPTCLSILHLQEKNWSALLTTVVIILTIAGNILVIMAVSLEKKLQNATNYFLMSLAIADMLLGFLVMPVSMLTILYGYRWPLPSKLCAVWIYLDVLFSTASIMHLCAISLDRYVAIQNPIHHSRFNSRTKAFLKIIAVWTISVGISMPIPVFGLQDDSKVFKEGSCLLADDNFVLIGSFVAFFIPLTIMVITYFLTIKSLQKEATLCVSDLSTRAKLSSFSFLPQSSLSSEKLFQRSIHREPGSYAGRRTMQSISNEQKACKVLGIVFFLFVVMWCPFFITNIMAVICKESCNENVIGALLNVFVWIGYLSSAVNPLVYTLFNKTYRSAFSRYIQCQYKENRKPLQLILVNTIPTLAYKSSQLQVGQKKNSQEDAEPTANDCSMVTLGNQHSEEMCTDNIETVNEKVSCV
TLR9-MyD88 inh: inhibitors of TLR9-MyD88 association in cells, primary screen, cell-based, CHO, BLA complementation, fluorescence | inhibition, % at 4.98 µM | Toll-like receptor 9 (Homo sapiens) + Myeloid differentiation primary response protein … | AID 504734, 2011 | hit rate 0.21% among 340,000 | CCF4 FRET ratio;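 active = inhibition above the mean over all tested compounds plus 3 SD, cut at about 21% in these data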;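 note: 0% = DMSO only wells and 100% = clavulanate BLA inhibitor control wells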
NOD2-RIPK2 inh: NOD2-RIPK2 binding disruptors in cells, primary screen, fluorescence, CHO cells, BLA complementation; Receptor-interacting serine/threonine-protein kinase 2 (Homo sapiens), O43353; CCF4 ratio; inhibition, % at 4.98 µM; hit rate 0.38% among 360,000; AID 624267, 2012; in the data active = inhibition above about 21%;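 note: 0% = vehicle only and 100% = reference blocker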
MC4R antagonist: MC4R antagonists of cAMP signaling, primary screen, cell-based, TR-FRET, antagonist arm of biased-ligand search. Melanocortin receptor 4 (Homo sapiens), P32245. MC4R-expressing cells, MTII-stimulated cAMP, LANCE TR-FRET. inhibition, % at 6.5 µM. hit rate 0.48% among 360,000. AID 540295, 2011;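 active = inhibition above its plate's cutoff, the mean of tested wells on that plate plus 3 SD, cut at about 29% in these data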;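 note: 0% = Melanotan II alone and 100% = Melanotan II plus saturating MCL0020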
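Test system: U2OS cells stably expressing human melanocortin 4 receptor (MC4R); also added: Melanotan II challenge; compound: 6.5 µM single dose; timing: 30-min compound preincubation, 1-h Melanotan II challenge, 1-h detection, room temperature; signal: Eu-cAMP/anti-cAMP TR-FRET, emission 671 nm; repeats: one well per compound, no replicates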
ABCB6 inh 2: ABCB6 transporter inhibitors, primary screen, K562-ABCB6 cells, flow cytometry, MLPCN library; fluorescence ratio to DMSO, % at 10 µM; K562-ABCB6 porphyrin accumulation, 1 h; hits give low values; hit rate 0.19% among 360,000;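 active = fluorescence ratio to DMSO below 75%, the collection mean minus 3 SD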;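 note: signal is porphyrin accumulated inside mitochondria; 100% equals median channel fluorescence of DMSO control wells; lower ratio means ABCB6 inhibition with less porphyrin fluorescence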
Cardio protect: cardioprotection against H2O2-induced cell death, primary screen, uHTS, H9c2 cells, ATPLite luminescence. H9c2 cardiomyocytes, H2O2 injury protection, 2 h. protection from H2O2 cell death, % at 20 µM. hit rate 0.63% among 360,000. AID 588492, 2011;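 active = compounds giving at least 50% protection of heart cells from peroxide-induced death in the single-dose screen, raw or plate-pattern-corrected value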;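 note: 0% = DMSO wells with peroxide and 100% = DMSO wells without peroxide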
NCOA2 inhibitor: inhibition of GAL4-SRC2 driven luciferase reporter, primary screen, SRC2 inhibitor project, cell-based, luminescence. Nuclear receptor coactivator 2 (Homo sapiens), Q15596. HEK293 GAL4-SRC2 luciferase reporter. inhibition, % at 9 µM. hit rate 0.17% among 370,000. AID 651957, 2012;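 active = inhibition above the mean inhibition of all tested compounds plus 3 SD, set per campaign, cut at about 52% in these data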;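 note: 0% = DMSO treated cells and 100% = cells given Gossypol at 36 µM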
Glyco luc inh: increase of ERlucT glycosylation luciferase signal, primary screen, N-linked glycosylation inhibitor project, D54 ERlucT cells, luminescence, set 2. D54 ERlucT glycosylation luciferase reporter, 24 h; percent of 100 nM tunicamycin response. reporter increase, % at 12.5 µM. hit rate 0.23% among 360,000. AID 588692, 2011;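 active = mean luciferase reporter signal, scaled so untreated is 0 and the glycosylation-blocking control 100, at or above a set limit in every replicate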;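 note: luciferase carries N-glycosylation sites so blocking glycosylation raises the light; 0% = median of neutral control wells and 100% = median of 100 nM tunicamycin wells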
ABHD5 PLIN5 PPI: ABHD5-PLIN5 interaction inhibitors, primary screen, cell lysate, split luciferase complementation, luminescence; inhibition, % at 4 µM; Perilipin-5 (Homo sapiens) + 1-acylglycerol-3-phosphate O-acyltransferase ABHD5 (Homo …; hit rate 0.78% among 360,000; Split G. princeps luciferase complementation, 4 h;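 active = inhibition above the mean inhibition across every tested compound plus 3 SD, cut at about 22% in these data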;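 note: 0% = DMSO only wells and the 100% control is not disclosed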
Starred values were filed as active, the others as inactive; . = no result given.

Preview (8 entries):
SMILES	MC4R ag barr	m5-HT2A agonist	TLR9-MyD88 inh	NOD2-RIPK2 inh	MC4R antagonist	ABCB6 inh 2	Cardio protect	NCOA2 inhibitor	Glyco luc inh	ABHD5 PLIN5 PPI
CC(C)(C)NC(=O)Cn1nnc(-c2ccc(S(C)(=O)=O)cc2)n1	-0.6	-1	4	-2	-3	100	-5	-11	1	2
CC(=O)Nc1cc(-c2ccc(N3CCN(C)CC3)cc2)cn2c(-c3cccc(C(=O)N(C)C)c3)cnc12	0.6	5	.	2	-6	97	16	-15	-4	7
Cc1ccc(N/C(C(Cl)=C(Cl)Cl)=C(/Cl)[N+](=O)[O-])c(C)c1	4.0	-1	2	-8	27	104	-11	11	0	0
CC(C)c1nc2ccccc2n1CC(O)COC1CCCCC1 (configuration not stated)	0.4	3	-5	-9	-2	96	2	25	0	0
CN1CCN(C(=O)c2ccc(Cn3cc(Cl)cn3)o2)CC1	1.3	-4	6	-5	15	90	5	10	4	-5
Cc1cc(C)n(CCNC(=O)CCc2nnc(CCc3ccccc3)o2)n1	-2.5	5	3	-5	1	101	0	-7	2	-1
CN(CCO)c1ccc2c(c1)OC[C@@H](Cc1ccccc1)NS2(=O)=O	.	2	.	-4	.	99	.	-32	.	-7
Cc1ccc(S(=O)(=O)N(C)c2ccc(N)cc2)cc1	-2.9	1	3	3	-1	97	0	4	2	5

All compounds of this part, previewed entries included:
SMILES	MC4R ag barr	m5-HT2A agonist	TLR9-MyD88 inh	NOD2-RIPK2 inh	MC4R antagonist	ABCB6 inh 2	Cardio protect	NCOA2 inhibitor	Glyco luc inh	ABHD5 PLIN5 PPI
CC(C)(C)NC(=O)Cn1nnc(-c2ccc(S(C)(=O)=O)cc2)n1	-0.6	-1	4	-2	-3	100	-5	-11	1	2
CC(=O)Nc1cc(-c2ccc(N3CCN(C)CC3)cc2)cn2c(-c3cccc(C(=O)N(C)C)c3)cnc12	0.6	5	.	2	-6	97	16	-15	-4	7
Cc1ccc(N/C(C(Cl)=C(Cl)Cl)=C(/Cl)[N+](=O)[O-])c(C)c1	4.0	-1	2	-8	27	104	-11	11	0	0
CC(C)c1nc2ccccc2n1CC(O)COC1CCCCC1 (configuration not stated)	0.4	3	-5	-9	-2	96	2	25	0	0
CN1CCN(C(=O)c2ccc(Cn3cc(Cl)cn3)o2)CC1	1.3	-4	6	-5	15	90	5	10	4	-5
Cc1cc(C)n(CCNC(=O)CCc2nnc(CCc3ccccc3)o2)n1	-2.5	5	3	-5	1	101	0	-7	2	-1
CN(CCO)c1ccc2c(c1)OC[C@@H](Cc1ccccc1)NS2(=O)=O	.	2	.	-4	.	99	.	-32	.	-7
Cc1ccc(S(=O)(=O)N(C)c2ccc(N)cc2)cc1	-2.9	1	3	3	-1	97	0	4	2	5
CCOCCCn1c(SC(C)C(=O)NCC2CCCO2)nc2sc(C)c(C)c2c1=O (configuration not stated)	-4.2	0	4	-1	-4	92	6	8	2	3
CCOC(=O)CNC(=O)CNC(=O)c1nn(-c2ccc(OC)c(OC)c2)c(=O)c2ccccc12	1.2	-12	1	-9	17	99	4	6	1	1
CCC(C)[C@H](NC(=O)Nc1ccc(S(N)(=O)=O)cc1)C(=O)O (some centres not stated)	-1.1	1	-13	-6	4	94	5	-13	4	-1
Cc1cccn2c(=O)c(C=O)c(Cl)nc12	0.5	3	1	7	8	103	0	-2	-5	-2
Cc1cccc2nc(COc3ccc(Cl)c4cccnc34)cn12	-0.2	4	0	-2	-2	91	17	-25	-2	1
COC(=O)c1ccc(C)c(NC(=O)c2nn(C)c(=O)c3ccccc23)c1	-1.6	-4	6	-3	3	97	2	-8	1	4
COc1ccc(OCC(=O)Nc2nc3ccccc3[nH]2)cc1	-2.1	1	-4	-12	0	94	-24	-23	-3	-1
COc1cc(C(=O)N2CCN(c3ccc([N+](=O)[O-])cc3)CC2)ccc1OCc1c(C)noc1C	-2.8	-5	-6	-10	8	100	27	-15	0	-6
O=C(NCCc1ccccc1)c1ccc(CS(=O)(=O)c2ccc(Br)cc2)o1	-1.9	-1	4	1	-4	105	-1	-7	-4	0
COc1cccc(-n2cc(-c3ccc(F)cc3)[nH]c2=S)c1	-2.0	3	-4	3	15	99	-11	-147	-1	-16
O=C(Nc1ccc(Cl)c(Cl)c1)c1cccnc1	-1.3	0	-9	3	13	102	-2	-21	2	9
COc1ccc(S(=O)(=O)N2CCCCC2)cc1NC(=O)c1c(F)cccc1Cl	2.1	0	-2	-18	7	100	-3	-8	-2	19
CN(C)CCN(Cc1cc2cc3c(cc2nc1Cl)OCO3)C(=O)c1ccco1	1.6	-7	7	5	4	91	7	-15	3	-1
COc1ccccc1OCCNC(=O)CC(NC(C)=O)c1ccccc1 (configuration not stated)	-5.2	5	-2	3	5	97	4	-19	0	-7
CCn1cc(CNC(=O)/C=C/c2ccc([N+](=O)[O-])cc2)cn1	-2.3	4	-8	0	0	97	-3	1	1	-1
O=C(NCc1ccc2c(c1)OCO2)C1CCCN(S(=O)(=O)c2cccc3cccnc23)C1 (configuration not stated)	-0.3	5	7	-9	3	107	5	16	1	5
O=C(NCc1ccccc1Cl)C1CCC(=O)N(C2CC2)C1 (configuration not stated)	-1.1	-3	-3	0	1	98	1	-28	1	1
C/C(=N\Nc1nccnc1Cl)c1ccc(Br)cc1	0.1	-6	5	-16	-1	91	3	-79	2	-2
Cc1nc2ccc(NC(=S)N3CCN(c4ccccn4)CC3)cc2nc1C	-0.3	14	1	-7	9	96	-4	-28	2	-3
CCOC(=O)Nc1ccc2c(CN3C(=O)NC4(CCCC4)C3=O)cc(=O)oc2c1	-2.1	3	-6	-13	0	102	-2	-6	0	-1
Cc1cc(NC(=O)CSC2=NS(=O)(=O)c3cc(Cl)ccc3N2)no1	-1.1	-2	-1	-6	-5	102	-2	3	3	12
Nc1nc2ccc(S(=O)(=O)N3CCCCC3)cc2s1	-1.1	2	2	15	-9	89	1	8	1	-9
Cc1cccc(NC(=O)CCS(=O)(=O)c2ccccc2)c1	-2.3	5	-1	-5	6	91	-2	-39	2	2
COc1ccc(S(=O)(=O)Cc2ccc(C(=O)N3CCN(c4cccc(C)c4C)CC3)o2)cc1	-1.5	12	-5	1	3	96	-2	-33	2	1
CC1(C(=O)NCc2ccc3c(c2)OCO3)CCN1C(=O)CC1CCCC1 (configuration not stated)	0.5	1	.	2	13	97	1	-18	-1	4
COc1ccc(Cl)cc1S(=O)(=O)N1CCCC(C(=O)N2CCCC2)C1 (configuration not stated)	1.5	6	-2	5	6	103	-3	-9	2	4
Cc1nn(-c2ccccc2)c(Cl)c1/C=N/NS(=O)(=O)c1ccc(Br)cc1	5.8	0	-1	-7	0	94	-3	9	0	-8
COc1ccc(-c2ccnc3cc(C(=O)O)nn23)cc1	-1.6	2	4	-4	7	99	-1	13	0	-7
CC1(C(=O)O)CCC(C(=O)Nc2ccc(F)cc2)C1(C)C (configuration not stated)	-0.6	5	-4	5	0	99	1	-17	2	2
CCOc1ccc(S(=O)(=O)NN)cc1	-1.1	1	6	0	4	89	3	12	1	-3
O=C(CCCN1C(=O)c2ccccc2C1=O)Nc1ccc(Br)cn1	1.1	4	0	-6	3	98	-3	5	0	-8
O=C1C(=O)c2ccccc2C(O)=C1CCCCl	-1.2	-4	3	1	-15	106	-15	.	-18	-17
Cc1ccc(-c2cc(C(=O)NCC3(N(C)C)CCCCC3)c3ccccc3n2)o1	-0.1	-7	-2	8	3	84	22	-13	-3	3
COc1ccc(N2CCN(C(=O)CSc3nnc(CNc4ccccc4)o3)CC2)cc1	0.7	4	-6	2	-3	99	-7	7	0	3
COC(=O)c1sccc1NC(=O)Cc1ccc(OC)cc1	-0.6	3	-2	2	5	98	-4	11	-3	-1
CCOC1=C2CN(S(=O)(=O)c3ccc(C)cc3)[C@H](c3ccc(CC)cc3)C[C@@H]2N(S(=O)(=O)c2ccc(C)cc2)[C@H](c2ccccc2)C1	.	1	.	-6	.	96	-10	-17	-13	1
Cn1c(=O)[nH]c(=O)c2c1nc(Sc1ccccc1)n2CCc1ccccc1	0.1	0	-7	-1	6	97	-3	-21	0	-4
CCCOc1ccc(/C(O)=C2/C(=O)C(=O)N(CCCOC)C2c2ccncc2)cc1 (configuration not stated)	-0.7	-4	1	-10	2	99	2	10	3	-3
COc1ccccc1NC(=O)N1CCCC1C(=O)NCc1ccccc1Cl (configuration not stated)	0.4	2	-11	-3	8	97	-2	-24	0	3
CCOc1ccc(S(=O)(=O)N2CCCC(C(=O)NCCN3CCOCC3)C2)cc1Cl (configuration not stated)	-0.3	-11	-10	-9	-1	101	3	-13	3	7
COc1ccc(-c2noc(C(=O)NCc3ccc(F)cc3)n2)cc1OC	3.9	-1	-5	-3	-11	99	9	-12	1	3
CCc1nnc(NC(=O)CCC(=O)N2CCN(Cc3ccc(F)cc3)CC2)s1	0.2	-1	1	5	5	94	10	14	1	-3
COCCCNC(=O)Cn1nnc(-c2ccccc2NC(=O)c2ccc(F)cc2)n1	0.3	2	-7	-2	9	99	-5	-10	1	-5
COC(=O)c1cccc(NC(=O)CC2C(=O)NCCN2C(=O)c2ccc(F)cc2F)c1 (configuration not stated)	-1.4	-4	6	0	-1	96	-2	-10	0	-1

An excerpt; the hit share may differ from the screen's.
